EWS-Fli inh: EWS/Fli-driven NR0B1 reporter inhibitors, primary screen, A673 cells, NR0B1 luciferase, luminescence, MLPCN library; viability-normalised; inhibition, % at 12.6 µM; 350,000 tested, 0.67% active; AID 651661, 2012;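 active = mean inhibition of at least 50% after viability correction, with every replicate also passing that limit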;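 also: firefly luciferase signal divided by Alamar Blue viability fluorescence both relative to DMSO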
Xi reactivation: activators of inactive X chromosome reactivation, primary screen, imaging, XiGFP fibroblasts, GFP high-content imaging, set 2; activation, % at 7.58 µM; 360,000 tested, 0.055% active; AID 743238, 2013; XiGFP mouse fibroblasts, % GFP-positive cells imaging, 3 d; cells co-treated with 5-aza-dC sensitizer; scaled so ellipticine positive control = 100%;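 active = mean normalized replicate activation at least 10% and every replicate at or above 10%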;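 also: 0% = median of on-plate neutral control wells and 100% = ellipticine 6 µM median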
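Assay system: SV40-immortalized XiGFP fibroblast cells, line 68-5-11; buffer or medium: DMEM plus 5-aza-dC sensitizer; compound: one concentration, pinned; timing: compounds 3 days, fix/stain 15 min at room temperature; benchmarks: positive control ellipticine, 6 µM final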
FN deposition inh: inhibitors of fibronectin matrix deposition, primary screen, AH1F cells, Alexa488-fibronectin fluorescence, plate reader; AH1F fibroblasts, overnight; inhibition, % at 12.6 µM; 350,000 tested, 0.086% active; AID 743247, 2014;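 active = mean inhibition across replicates of 30% or more, regardless of how many single replicates reach that level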;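 also: positive control wells lacked labelled fibronectin entirely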
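material = AH1F fibroblast monolayer depositing Alexa488-labelled fibronectin into matrix | amount = 10000 AH1F cells/well | buffer or medium = DMEM plus 2% serum, read in PBS | incubation = 1 h cell adhesion before compound, then overnight fibronectin incubation | detection = fluorescence at 485 nm excitation, 525 nm emission | evaluation = percent inhibition as loss of matrix-bound fibronectin fluorescence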
RAD54 inh: inhibitors of human RAD54 branch migration, primary screen, biochemical, fluorescence, single point | DNA repair and recombination protein RAD54-like (Homo sapiens), Q92698 | 360,000 tested, 0.14% active | RAD54 Holliday junction branch migration, FAM/BHQ fluorescence | inhibition, % at 10.4 µM;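 active = mean normalized replicate activity at least 40 and at least half of replicates scoring 40 or more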;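 also: 0% = median of neutral control wells and 100% = median of positive control wells; inhibitors cause a drop in the FAM fluorescence signal; in these data hits start at about 50%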
Target sequence (Q92698 whole entry, looked up): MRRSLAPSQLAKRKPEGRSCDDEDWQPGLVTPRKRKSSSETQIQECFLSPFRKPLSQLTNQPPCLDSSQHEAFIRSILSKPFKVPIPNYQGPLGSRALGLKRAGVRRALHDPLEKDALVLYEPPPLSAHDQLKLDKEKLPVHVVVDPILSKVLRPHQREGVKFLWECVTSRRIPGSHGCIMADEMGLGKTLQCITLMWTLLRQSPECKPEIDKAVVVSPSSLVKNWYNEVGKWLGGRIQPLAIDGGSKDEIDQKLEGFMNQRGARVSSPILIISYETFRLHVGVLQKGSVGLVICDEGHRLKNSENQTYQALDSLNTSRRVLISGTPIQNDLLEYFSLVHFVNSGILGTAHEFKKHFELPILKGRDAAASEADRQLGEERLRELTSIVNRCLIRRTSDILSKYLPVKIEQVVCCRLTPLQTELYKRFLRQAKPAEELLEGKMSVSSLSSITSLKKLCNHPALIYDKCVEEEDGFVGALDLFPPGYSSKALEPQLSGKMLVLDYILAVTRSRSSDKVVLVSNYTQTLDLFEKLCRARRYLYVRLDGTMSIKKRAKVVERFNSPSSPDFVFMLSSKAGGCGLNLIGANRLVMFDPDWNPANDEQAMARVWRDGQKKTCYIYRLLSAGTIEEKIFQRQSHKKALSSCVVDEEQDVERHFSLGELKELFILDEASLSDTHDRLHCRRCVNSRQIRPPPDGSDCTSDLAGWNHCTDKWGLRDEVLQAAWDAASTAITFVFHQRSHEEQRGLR
esBAF inh: Bmi1 luciferase reporter increase in mESCs, primary screen, esBAF inhibitor project, mouse ES cells, Bmi1 luciferase knock-in, single point; 24 h; 100% = twice the neutral-well signal; reporter increase, % at 12.5 µM; 350,000 tested, 2% active; AID 602393, 2012; in the data active = activation above about 40%;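 also: 0% = median of the plate's neutral control wells and 100% = double that signal; a rise in the Bmi1 reporter signal indicates esBAF inhibition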
S100A4 inh HTS: inhibitors of S100A4-myosin IIA peptide binding, primary screen, biochemical, fluorescence polarization, TAMRA-MyoIIA peptide | Protein S100-A4 (Homo sapiens), P26447 | inhibition, % at 10.7 µM | 360,000 tested, 0.14% active | AID 652163, 2013;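 active = mean inhibition of at least 70% across replicates, with every replicate also reaching that level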
Target sequence (P26447 whole entry, looked up): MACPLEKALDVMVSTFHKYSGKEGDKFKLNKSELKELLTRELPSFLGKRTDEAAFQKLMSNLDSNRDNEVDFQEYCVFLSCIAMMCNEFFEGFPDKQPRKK
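Test system – S100A4 monomer (human) · Compound – single-point compound testing · Schedule – 5 min incubation before reading · Probe or stimulus – TAMRA-labelled myosin IIA heavy-chain peptide probe, 5 nM · Benchmarks – neutral control DMSO, positive control TFP · Medium – Calcium-containing HEPES buffer, pH 7.2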
RAD52 anneal inh: RAD52 DNA annealing inhibitors, primary screen, biochemical, FRET, single point, set 2. AID 651710, 2012. recombinant RAD52 DNA annealing, FRET fluorescence. inhibition, % at 18.7 µM. DNA repair protein RAD52 homolog (Homo sapiens), P43351. 360,000 tested, 0.46% active;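 active = every replicate showing at least 50% inhibition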
E-selectin induc: E-selectin induction in HUVECs, primary screen, imaging, HUVEC, immunofluorescence imaging, single point | 260,000 tested, 0.37% active | normalized: neutral wells 0, TNF-alpha wells 100 | activation, % at 7.58 µM;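 active = mean E-selectin-positive cell signal at least 10% of the positive control, reached in at least 60% of replicates, without over 20% cell loss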;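 also: in these data hits start at about 27%; measured in HUVEC primary endothelial cells; signal is the percent of cells scored E-selectin positive by PE staining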
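Test system – human umbilical vein endothelial cells (HUVEC), E-selectin induction · Input – 3,000 HUVEC seeded per well · Buffer or medium – EGM-2, gelatin · Compound dosing – single-point compound dose · Detection – immunofluorescence imaging · Measure – percent E-selectin-positive cells · Controls – TNF-alpha high, DMSO low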
* marks the source's active call; other numbers are inactive results; nt = no result given; & = joins results of further samples.

SMILES	EWS-Fli inh	Xi reactivation	FN deposition inh	RAD54 inh	esBAF inh	S100A4 inh HTS	RAD52 anneal inh	E-selectin induc
COc1cc(OC)c(C2CC(=O)N3CN(c4ccccc4)CSC3=C2C#N)cc1OC (stereo unspecified)	nt	nt	-3	4	-4	nt	nt	-1.3
C[C@H](NC(=O)C[C@H]1CC[C@H](NC(=O)CN2CCOCC2)[C@H](CO)O1)c1ccccc1	0	-0.3	11	6	-1	-15	-14	0.2
CCN(C(=O)c1cc2c(=O)n3ccccc3nc2n1C)C1CCCCC1	-55	0.0	17	4	38	5	-5	nt
O=C(Nc1ccc(-c2ccccc2)cc1)[C@@H]1[C@@H](CO)[C@@H]2Cn3c(cccc3=O)[C@@H]2N1CC1CCCC1	20	-0.1	nt	nt	nt	3	-23	-1.2
O=C(CNS(=O)(=O)c1cccs1)NCc1ccc(F)cc1	0	0.2	9	nt	nt	0	-9	nt
O=C(CN1C(=O)c2ccccc2C1=O)Nc1ccccc1N1CCOCC1	-11	0.0	-1	nt	-2	2	-3	nt
C[C@@H]1CN([C@H](C)CO)C(=O)Cc2cc(NS(=O)(=O)c3ccccc3)ccc2O[C@@H]1CN(C)CC1CCCCC1	64*	0.2	nt	1	-2	2	12	0.9
CC(C)(C)C(=O)NNC(=O)c1cnccn1	7	0.0	-4	nt	nt	2	-15	5.1
COc1cccc(NC(=O)N2C[C@H](O)COC[C@@H]3O[C@@H](CC(=O)NCc4ccccc4F)CC[C@H]32)c1	nt	-0.1	-1	-8	1	nt	nt	-0.1
COc1ccc(-c2cnc3c(c2)C(=O)N([C@@H](C)CO)C[C@@H](C)[C@@H](CN(C)S(C)(=O)=O)O3)cc1	-13	0.4	-1	17	-17	11	-2	-0.3
COc1ccc([C@@H]2[C@@H]3C(=O)N(C(C)(C)C)C(=O)[C@@H]3[C@]3(C)C(=O)N(c4cccc(C)c4)C(=O)N23)cc1	-61	-0.7	nt	3	1	0	-20	0.6
Cc1ccc(C)c(-c2csc(NC(=O)c3c(C)noc3C)n2)c1	10	0.0	-1	8	3	-1	4	1.4
COC(CNC(=O)C1CCCN1C(=O)OCc1ccccc1)OC (stereo unspecified)	8	0.1	12	nt	nt	1	-2	nt
FC(F)(F)c1cccc(-c2cncc(N3CCN(CCN4CCCC4)CC3)n2)c1	2	0.3	-6	0	2	7	6	1.0
Cc1ccc(S(=O)(=O)Nc2ccc3c(c2)C(=O)N([C@@H](C)CO)C[C@H](C)[C@H](CN(C)C(=O)Nc2ccc4c(c2)OCO4)O3)cc1	0	0.0	nt	nt	-1	nt	nt	0.0
O=C(Nc1cc(S(=O)(=O)N2CCOCC2)ccc1N1CCOCC1)c1ccccc1F	7	0.0	5	-12	-2	2	-2	nt
Cc1cc(OC(F)F)ccc1NC(=S)NCCc1ccccc1	nt	0.1	nt	-18	0	-2	-4	0.1
C[C@@H]1CN([C@H](C)CO)C(=O)Cc2cc(NC(=O)CCN3CCOCC3)ccc2O[C@H]1CN(C)Cc1ccc(Oc2ccccc2)cc1	-2	0.1	nt	-1	0	-3	12	-2.4
COc1ccc(Cl)cc1C(=O)NNC(=O)COC(=O)c1ccc(Br)o1	-3	0.1	-14	-9	-11	-14	-2	0.4
COc1cc(C2C3=C(COC3=O)Oc3cc4c(cc32)OCO4)cc(OC)c1O (stereo unspecified)	57*	0.7	-15	nt	nt	0	-9	nt
CC(C(=O)Nc1ccc(F)c(F)c1F)N(C)Cc1cccs1 (stereo unspecified)	-1	-0.1	nt	-4	-9	4	-11	-0.3
O=C(Nc1cccc(Cl)c1)N[C@H]1CC[C@H](CCNC(=O)C2CCCC2)O[C@H]1CO	18	-0.1	-6	9	3	132*	5	0.1
C[C@@H]1CN([C@@H](C)CO)C(=O)CCCn2nncc2CO[C@@H]1CN(C)Cc1cccc(O)c1	0	2.1	-1	nt	0	nt	nt	0.2
CCO[C@@H]1OC(C(N)=O)=C[C@H](c2cn(C(C)=O)c3ccccc23)[C@H]1CCCO	1&8	-0.1	22	5	-5	-4&5	1&6	0.0
Cc1ccc(-c2[nH]nc3c2C(c2ccsc2)C(C#N)=C(N)O3)cc1 (stereo unspecified)	nt	nt	nt	2	-7	-4	-4	nt
C[C@H](CO)N1C[C@H](C)[C@H](CN(C)S(C)(=O)=O)Oc2ccc(NC(=O)CCC(F)(F)F)cc2CC1=O	-3	0.0	nt	-1	2	6	9	-8.0
COc1ccc(/C=N/N=C2/NC(=O)C(CC(=O)O)S2)cc1OCc1ccc(Cl)cc1 (stereo unspecified)	nt	0.0	7	-16	-6	nt	nt	nt
COc1ccc(C(CNC(=O)CNC(=O)c2ccc(F)cc2)N2CCCC2)cc1 (stereo unspecified)	-3	0.2	-1	4	2	-7	-154	0.0
O=C(C[C@H]1CC[C@@H]2[C@H](COC[C@H](O)CN2C(=O)c2ccncc2)O1)NC1CCC1	0	0.6	-15	-7	0	27	-1	0.0
COC(=O)C[C@H]1C=C[C@@H](NC(=O)Cc2cccnc2)[C@@H](CO)O1	-1	-0.1	0	nt	nt	-3	-10	-0.1
C[C@H](CO)N1C[C@H](C)[C@H](CN(C)S(=O)(=O)c2cccs2)Oc2ncc(C#Cc3cccc(F)c3)cc2C1=O	13	-1.0	3	-5	-1	-2	-9	-1.9
CN(C[C@@H]1[C@@H](c2ccccc2)[C@H](CO)N1C(=O)c1ccccc1)C(=O)C1CCC1	0	0.1	nt	-5	-2	4	-25	2.0
C[C@H]1CN([C@@H](C)CO)C(=O)Cc2cc(NS(=O)(=O)c3cn(C)cn3)ccc2O[C@@H]1CN(C)C(=O)Nc1ccc(F)cc1	2&2	-0.1&0.3	-6&-5	12&-1	6&2	5	0	-0.4&0.0
CC(=O)Nc1cccc(C(=O)OC(C)C(=O)N2CCc3ccccc32)c1 (stereo unspecified)	2	0.0	3	1	4	-1	0	0.2
O=c1[nH][nH]c(=O)c2cc([N+](=O)[O-])ccc12	-3&-2	0.0	-2	5&-10	-6&1	-5&-1	-7&-8	0.0
Cc1cc(=O)oc2c(O)c(O)ccc12	11	0.0	4	11	-1	17	-21	4.3
Cc1oc2c(CN(C)C)c(O)ccc2c(=O)c1-c1ccc2ccccc2n1	-22	nt	nt	-6	-5	1	-14	nt
CC(C)CC1OC(C(C)C)Cc2[nH]c(=S)[nH]c(=O)c21 (stereo unspecified)	0	0.1	0	nt	nt	1	-12	1.8
COC1(NS(=O)(=O)c2ccc(Br)cc2)C(C)=CC(=O)C=C1C	2	0.3	2	nt	nt	4	-12	nt
C[C@H]1CN([C@@H](C)CO)C(=O)c2cc(NC(=O)CCCN(C)C)ccc2O[C@@H]1CN(C)Cc1ccc(Oc2ccccc2)cc1	nt	0.4	nt	5	1	-3	8	-5.1

Sorted by value in esBAF inh (lowest first): some entries from above
smiles	esBAF inh
CC(C(=O)Nc1ccc(F)c(F)c1F)N(C)Cc1cccs1 (stereo unspecified)	-9
COc1ccc(/C=N/N=C2/NC(=O)C(CC(=O)O)S2)cc1OCc1ccc(Cl)cc1 (stereo unspecified)	-6
C[C@H](CO)N1C[C@H](C)[C@H](CN(C)S(C)(=O)=O)Oc2ccc(NC(=O)CCC(F)(F)F)cc2CC1=O	2
O=C(Nc1cccc(Cl)c1)N[C@H]1CC[C@H](CCNC(=O)C2CCCC2)O[C@H]1CO	3

Going on with the list:
SMILES	EWS-Fli inh	Xi reactivation	FN deposition inh	RAD54 inh	esBAF inh	S100A4 inh HTS	RAD52 anneal inh	E-selectin induc
CCCOc1cccc(C(=O)NCCCNC(=O)c2ccccn2)c1	nt	0.1	-6	-11	-2	2	-9	0.3
CCOC(=O)c1cc(NC(=O)Nc2cc(C)ccn2)c(C)nc1C	-13	0.0	-3	-3	11	-14	-11	1.1
CO[C@@H]1CN(C)C(=O)c2ccc(NC(=O)NC(C)C)cc2OC[C@@H](C)N(Cc2ccccc2)C[C@H]1C	-1	0.2	-21	nt	nt	6	4	1.5
CCn1c(=O)c2sccc2n(Cc2ccc(C)cc2)c1=O	7	0.0	0	-3	2	-16	-11	0.0
COc1cc(NC(=O)c2ccccc2)c(OC)cc1NC(=O)Cc1ccc(Br)cc1	1	0.1	-2	6	-6	2	-9	0.4
C[C@@H]1CN([C@H](C)CO)C(=O)c2cccc(NC(=O)C3CCCCC3)c2O[C@@H]1CN(C)C(=O)Nc1ccc(F)cc1	-9	-0.2	2	-2	3	2	6	0.0
COc1cccc(-c2ccc3n(c2=O)C[C@@H]2[C@@H](CO)[C@H](C(=O)NCC4CC4)N(C(=O)NC(C)C)[C@H]32)c1	-5	0.9	nt	1	-3	9	-3	0.1
O=C(C[C@@H]1C[C@@H]2c3cc(NS(=O)(=O)c4ccc(F)cc4)ccc3O[C@@H]2[C@@H](CO)O1)NCCN1CCCCC1	2	0.2	-4	5	-3	-1	3	0.2
Cc1cccc(N(Cc2cc3cc(C)ccc3[nH]c2=O)C(=O)c2cccs2)c1	16	-0.2	-5	nt	nt	-6	3	1.9
CC(=O)Nc1ccc(C(=O)N2CCCC(c3cc(C(=O)NCc4cccnc4)no3)C2)cc1 (stereo unspecified)	-3	0.1	-6	-6	1	3	-7	-0.2
COc1ccc(S(=O)(=O)NNC(=O)Nc2ccc(F)cc2F)c(OC)c1	-2	0.1	nt	8	6	-2	-5	0.5
CCCCC1(C2CCCC2)NC(=O)NC1=O (stereo unspecified)	4	0.3	13	-8	-1	35	-4	0.0
CCCNC(=O)N1CC2(C1)[C@@H](c1ccccc1)[C@@H](CO)N2C(=O)C1CC1	4	0.0	nt	nt	nt	13	-1	0.0
C[C@H](CO)N1C[C@H](C)[C@@H](CN(C)Cc2ccc3c(c2)OCCN3C)OCc2cn(nn2)CCCC1=O	-8	0.2	-1	-2	-2	4	-3	-0.1
CN1C/C(=C/c2ccncc2)C(=O)/C(=C/c2ccncc2)C1	56*	1.4	-7	-3	8	0	-9	nt
CCCCNC(=O)CNC(=O)c1nn(-c2ccc(OC)c(OC)c2)c(=O)c2ccccc12	-1	0.1	8	0	-6	3	1	-0.1
COc1cc(CN2CCC(n3nccc3NC(=O)c3ccccc3OC)CC2)ccc1F	6	0.1	nt	-13	6	0	-17	0.6
Oc1ccccc1-c1cc(-c2ccc(Cl)cc2)n[nH]1	-81	0.2	2	11	22	-7	-8	-0.2

Screens as filed in PubChem BioAssay.
